CAL PDZ FP = inhibitors of human CAL PDZ peptide binding; 0.92% of 300,000 active; Q9HD26; AID 602252; inhibition, % at 24.9 µM; purified CAL PDZ, TMR-peptide fluorescence polarization, 1 h;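 active means mean inhibition of at least 30% with at least half of replicates also reaching 30%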;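 further: 0% = DMSO neutral control and 100% = excess unlabeled competitor peptide PRC23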
HTR5A inv ag = HTR5A inverse agonism, opioid heterodimer counter-screen; P47898; AID 504634; HTR5A cell line, luminescence; 0.083% of 340,000 active; inhibition, % at 9.3 µM; in the data active means inhibition mostly above about 23%, no sharp cut-off; inactive means mostly below about 18%;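 further: 0% = cells with DMSO and 100% = no-cell wells with DMSO; some compounds called inactive have numbers as strong as hits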
Target sequence (P47898 whole entry, looked up): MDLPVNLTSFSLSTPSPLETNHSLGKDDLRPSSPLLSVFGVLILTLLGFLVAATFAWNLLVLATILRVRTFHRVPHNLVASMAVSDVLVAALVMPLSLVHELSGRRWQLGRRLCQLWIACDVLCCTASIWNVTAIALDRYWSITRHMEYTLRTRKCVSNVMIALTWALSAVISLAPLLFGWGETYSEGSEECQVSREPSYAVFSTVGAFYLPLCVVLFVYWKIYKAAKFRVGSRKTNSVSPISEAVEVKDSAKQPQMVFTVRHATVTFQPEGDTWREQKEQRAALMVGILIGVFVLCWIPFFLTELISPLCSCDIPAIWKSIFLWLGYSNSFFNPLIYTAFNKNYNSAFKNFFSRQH
HTR5A ag = counter-screen for OPRM1-OPRD1 agonists: human HTR5A agonism; P47898; HTR5A agonist assay, luminescence, cell-based; activation, % at 9.3 µM; 0.61% of 340,000 active; AID 504692; in the data active means activation mostly above about 9.5%, no sharp cut-off; inactive means mostly below about 7.6%;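 further: 0% = cells with vehicle only and 100% = reference agonist; strong numbers were not always called active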
RTF Ca sens inh = cardiac RTF calcium desensitization; P19429+P45379; IANBD-labeled cardiac RTF, Ca2+ fluorescence; inhibition, % at 7.15 µM; 0.12% of 340,000 active;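 active means inhibition above the mean inhibition of all tested compounds plus 3 SD, cut at about 17% in these data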;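 further: assay run at fixed EC70 calcium of 1.6 mM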
cardiac RTF act = cardiac RTF calcium sensitization; P19429+P45379; IANBD-labeled TnC RTF fluorescence at EC20 calcium; 0% EC20 calcium, 100% full calcium; 0.24% of 340,000 active; activation, % at 7.2 µM;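 active means activation above the mean over all tested compounds plus 3 SD, cut at about 30% in these data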;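 further: rise in fluorescence read as greater calcium sensitivity of cardiac thin filaments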
C-LANA FP = blocks KSHV LANA C-terminal domain binding to DNA | inhibition, % at 9 µM | MBP-C-LANA/FAM-LBS DNA binding, fluorescence polarization | 0.078% of 340,000 active;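 active means highest replicate inhibition at or above 60% at 9 µM, even if other replicates fall short; inactive means all replicates below 60% inhibition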;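 further: 0% = neutral control wells and 100% = 4 µM acridine orange control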
OPRM1-OPRD1 inv = mu-delta opioid heterodimer inverse agonism; 0.21% of 340,000 active; inhibition, % at 9.3 µM; AID 504357; P35372+P41143; cell-based MOR-DOR heterodimer luminescence; in the data active means inhibition above about 22%, passing the limit was not always enough;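 further: 0% = cells with DMSO and 100% = wells without cells with DMSO; values of inactives mirror those of a sister screen read the other way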
Keap1-Nrf2 PPI = disrupts human Keap1 binding to Nrf2 peptide. 0.15% of 340,000 active. inhibition, % at 9.4 µM. AID 504523. Q14145. Keap1 Kelch-Nrf2 peptide fluorescence polarization, 1536-well; in the data active means inhibition above about 12%;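 further: human Keap1 Kelch domain with fluorescein labeled Nrf2 9mer peptide probe; 0% = neutral control wells and 100% = peptide positive control; higher means more block of Keap1 binding to Nrf2 peptide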
Target sequence (Q14145 whole entry, looked up, the tested form may be a part): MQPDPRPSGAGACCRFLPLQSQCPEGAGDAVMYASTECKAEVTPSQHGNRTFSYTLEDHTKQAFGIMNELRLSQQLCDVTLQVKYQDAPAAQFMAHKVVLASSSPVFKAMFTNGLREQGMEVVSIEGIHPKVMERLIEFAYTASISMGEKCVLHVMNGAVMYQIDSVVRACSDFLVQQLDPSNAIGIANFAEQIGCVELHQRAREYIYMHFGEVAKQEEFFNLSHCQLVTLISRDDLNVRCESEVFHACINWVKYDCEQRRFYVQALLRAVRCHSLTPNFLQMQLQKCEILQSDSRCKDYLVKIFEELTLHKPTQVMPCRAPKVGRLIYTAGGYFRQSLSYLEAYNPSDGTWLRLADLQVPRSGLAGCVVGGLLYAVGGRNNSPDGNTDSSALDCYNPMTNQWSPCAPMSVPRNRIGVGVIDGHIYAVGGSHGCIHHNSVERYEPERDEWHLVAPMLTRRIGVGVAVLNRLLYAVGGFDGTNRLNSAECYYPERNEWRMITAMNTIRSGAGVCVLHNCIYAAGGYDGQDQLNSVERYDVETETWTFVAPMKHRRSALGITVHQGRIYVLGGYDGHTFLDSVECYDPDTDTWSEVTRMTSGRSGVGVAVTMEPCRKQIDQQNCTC
V-ATPase pH = regulators of yeast V-ATPase proton transport; response, % at 10 µM; S. cerevisiae, pHLuorin cytosolic pH fluorescence; 0.37% of 350,000 active; in the data active means response mostly above about 7.3%, no sharp cut-off; inactive means mostly below about 5.4%; further: actives read high; inactives centre near 0; some compounds called inactive have numbers as strong as hits; reference of the scale not given here
OPRM1-OPRD1 ag = agonists of human mu-delta opioid receptor heterodimerization; P35372+P41143; cells, OPRM1-OPRD1 heterodimerization, luminescence; activation, % at 9.3 µM; 0.3% of 340,000 active; AID 504326; in the data active means activation above about 18%;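 further: 0% = vehicle-treated cells and 100% = reference agonist; values of inactives mirror those of a sister screen read the other way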
* = called active by the depositor; · = not tested or not shown.

SMILES	CAL PDZ FP	HTR5A inv ag	HTR5A ag	RTF Ca sens inh	cardiac RTF act	C-LANA FP	OPRM1-OPRD1 inv	Keap1-Nrf2 PPI	V-ATPase pH	OPRM1-OPRD1 ag
COC(=O)CNC(=O)c1ccc(NS(=O)(=O)c2cc([N+](=O)[O-])ccc2Cl)cc1	-5	9	-3	-2	-3	4.5	-5	-5	1	0.9
COc1ccccc1OCCSc1ncnc2nc[nH]c12	-4	-16	6	0	0	-0.3	4	-2	1	-0.8
COc1cccc(C(C)NC(=O)Nc2ccccc2Cl)c1 (stereo unspecified)	1	-12	5	2	4	1.5	2	0	-6	-0.4
CC(=O)N/C(=C\c1ccccc1)C(=O)OCC(=O)N(CC(C)C)c1c(N)n(Cc2ccccc2)c(=O)[nH]c1=O	-2	10	1	-7	-7	0.6	-7	-3	-2	1.1
CN1C(=O)NC(c2ccccc2[N+](=O)[O-])C2=C1CC(C)(C)CC2=O (stereo unspecified)	-1	-11	3	-9	-4	-1.4	4	2	1	-0.8
CCc1c(C)nc(SCC(=O)N2CCN(c3ccccc3)CC2)[nH]c1=O	0	2	-1	1	1	-0.8	1	-4	5	-0.1
CC1CCC(=O)N(CCOc2ccccc2)CC1 (stereo unspecified)	-5	5	0	-6	10	2.3	10	2	0	-1.9
COC(=O)c1sccc1NC(=O)c1ccc(Br)s1	·	-3	2	-11	10	-1.0	0	-4	1	0.1
CN(C)c1ccc(NC(=O)c2sc(SCC(=O)Nc3nccs3)nc2N)cc1	·	0	1	-9	4	0.9	2	3	-2	-0.5
O=C(NCC(=O)N(Cc1ccc(F)cc1)C(C(=O)NCC1CCCO1)c1ccccc1)c1ccco1 (stereo unspecified)	·	4	6	-3	-2	-1.9	-1	-1	-5	0.1
COC(CN(C)S(=O)(=O)c1cc2c3c(c1)CCC(=O)N3CCC2)OC	1	-8	2	-8	-1	-0.3	-12	-8	4	2.4
Cc1nnc(SCC(=O)NNC(=O)c2ccco2)n1-c1cccc(Cl)c1	·	3	3	-4	-5	0.3	18	3	1	-3.6
O=C(NC(NC(=S)Nc1c(Cl)cccc1Cl)C(Cl)(Cl)Cl)OCc1ccccc1 (stereo unspecified)	1	-9	3	-1	-3	1.2	-30	1	-1	4.9
Cc1ccc(OC(=O)NC2CCS(=O)(=O)C2)cc1C (stereo unspecified)	0	1	0	-2	0	1.4	11	2	-1	-2.0
COC(=O)c1scc(C)c1NC(=O)Nc1ccccc1	1	2	-1	-10	1	-0.3	1	0	1	-0.2
O=C(Nc1ccc2c(c1)OCO2)N1CCN(Cc2ccco2)CC1	-5	-4	1	-24	6	0.5	-18	-3	3	2.5
COc1ccc2oc(N)c(C=O)c(=O)c2c1	-4	-24	-6	-22	4	-0.1	-5	0	6	1.0
CN(C(=O)c1cccc(NC(=O)Cc2cccc(NC(=O)C3CCN(C(=O)C4CCCC4)CC3)c2)c1)C1CC1	-6	9	-3	-2	-8	-1.8	10	-5	3	-2.2
Cc1ccc2c(c1)C(O)(CC(=O)/C=C/C=C/c1ccccc1)C(=O)N2 (stereo unspecified)	3	-1	3	-9	4	0.7	8	3	1	-1.6
CCOC(=O)NC(O)C(=O)c1cccs1 (stereo unspecified)	-6	2	4	-7	6	1.2	2	-1	1	-0.3

In the list so far, 3 have an aryl methoxy group.
SMILES	CAL PDZ FP	HTR5A inv ag	HTR5A ag	RTF Ca sens inh	cardiac RTF act	C-LANA FP	OPRM1-OPRD1 inv	Keap1-Nrf2 PPI	V-ATPase pH	OPRM1-OPRD1 ag
COc1ccccc1OCCSc1ncnc2nc[nH]c12	-4	-16	6	0	0	-0.3	4	-2	1	-0.8
COc1cccc(C(C)NC(=O)Nc2ccccc2Cl)c1 (stereo unspecified)	1	-12	5	2	4	1.5	2	0	-6	-0.4
COc1ccc2oc(N)c(C=O)c(=O)c2c1	-4	-24	-6	-22	4	-0.1	-5	0	6	1.0

(continued)
SMILES	CAL PDZ FP	HTR5A inv ag	HTR5A ag	RTF Ca sens inh	cardiac RTF act	C-LANA FP	OPRM1-OPRD1 inv	Keap1-Nrf2 PPI	V-ATPase pH	OPRM1-OPRD1 ag
COC(=O)c1scc(C)c1NC(=O)c1cccc(C#N)c1	-6	10	-3	-3	3	-2.4	9	-6	2	-1.8
CC(NC(=O)Cc1ccsc1)c1ccc(F)cc1 (stereo unspecified)	-4	-2	1	-11	-3	-0.5	-12	-3	1	1.5
Cc1c(Cl)cccc1NC(=O)COC(=O)c1ccc(CN2CCCC2=O)cc1	-2	5	4	-2	-2	-0.7	8	-7	-2	-2.1
CCc1c(C)nc(SC(C(=O)O)c2ccccc2)c(C#N)c1C (stereo unspecified)	0	0	-2	-3	-3	-1.6	3	4	2	-0.6
CCC1(C)OC(=O)N2CCc3c(C)[nH]c4c(C)ccc(c34)C21C (stereo unspecified)	·	-15	-2	5	0	1.5	11	-3	4	-1.9
COCc1cc(C)n(CC(=O)OC)c(=O)c1C#N	-4	-10	4	-11	1	0.5	12	-2	1	-2.7
O=C(CSc1nc2ccccc2c(=O)[nH]1)c1cccs1	-1	-6	0	-4	-5	0.4	8	-2	-3	-1.4
N#C/C(=C(/O)c1ccc([N+](=O)[O-])cc1)c1nnc2n1CCCCC2	-2	-1	-2	-4	1	0.5	15	0	4	-2.9
CCn1c(=O)c2c3c(sc2n2cnnc12)CCC3	-2	-21	8	-10	0	-1.9	7	-4	2	-1.3
NC(=O)Nc1cccc2ccccc12	0	-3	-1	-6	-1	-0.2	4	0	0	-0.5
Cc1onc(-c2ccccc2)c1C(=O)NNC(=S)NC(=O)c1ccc2c(c1)OCO2	·	5	2	-5	4	-7.4	19	-4	-5	-3.7
C/C=C/c1ccccc1OCc1ccc(C(=O)OC)o1	·	-5	3	-6	2	0.8	-2	-6	-1	0.6
O=C(NCc1ccccc1)c1cc(S(=O)(=O)N2CCCCC2)ccc1N1CCOCC1	-5	-3	1	-1	0	-0.1	3	-4	3	-0.6
COc1ccc(S(=O)(=O)N2CCCCC2)cc1C(=O)N1CCCCCC1	-4	1	-2	-9	1	-1.5	14	1	0	-2.6
CC(=O)c1c(N2CCN(c3ccc(F)cc3)CC2)nc(=S)n(Cc2ccccc2)c1C	-2	-6	4	0	5	0.1	1	-8	2	-0.2
COc1ccc(SC[C@H](CC(C)C)N2CCN(C)CCC2=O)cc1	-3	5	4	6	3	0.8	13	-4	-6	-2.9
COc1ccccc1CNC(=O)CN(C)S(=O)(=O)c1ccc2c(c1)c(=O)n(C)c(=O)n2C	-5	-13	-2	-5	-5	-0.3	12	-4	-8	-2.4
Cc1ccc(S(=O)(=O)N2CCCCC2)cc1C(=O)c1nccn1C	-3	-3	3	-15	-1	0.4	-2	1	-1	0.3
Cc1ccc([N+](=O)[O-])cc1NC(=O)c1c(-c2ccccc2)noc1C	7	-4	2	0	1	2.2	11	-6	-3	-2.0
CCOC(=O)c1c(-c2ccc(F)cc2)csc1NC(=O)C1CC=CCC1C(=O)O (stereo unspecified)	-9	4	-1	6	-4	-0.4	4	-5	0	-0.7
CC(C)C(O)(C#CCN1CCCCCC1)c1ccccc1 (stereo unspecified)	-3	-4	-2	2	-4	0.5	-20	-2	-4	4.1
COc1ccc(OCC(=O)Nc2ccc(NC(=O)c3cccs3)c(OC)c2)cc1	·	-21	7	17	-1	-1.2	15	0	-1	-3.0
O=C(Nc1ccc(N=Nc2ccccc2)cc1)c1ccc(Cl)cc1Cl	-3	-1	0	-6	-3	-0.3	-10	1	-2	1.8
CCN(CCCNC(=O)C1CCN(S(=O)(=O)c2cccc3nonc23)CC1)Cc1ccccc1	-2	-1	2	-4	-6	0.4	12	0	2	-2.5
CCCOc1ccc(C(=O)NNC(=S)NC(=O)CC)cc1	-3	3	-3	-5	2	1.2	10	-9	0	-2.1
CCCSc1cc(N2CCN(C)CC2)nc(-c2ccc(OC)cc2)n1	-4	-9	8	-18	10	-0.7	-28	-3	-1	4.8
COc1ccc(CN2C(=O)CC(Cc3ccc(C)cc3)C2=O)cc1OC (stereo unspecified)	-1	-11	3	1	0	0.8	14	3	0	-2.8
O=C(c1ccccc1)C(c1ccccc1)c1ccccc1	-5	-12	4	10	0	-1.1	-44	-4	-1	7.7
O=C(COC(=O)c1c(F)cccc1F)Nc1ccc2c(c1)OCO2	-4	21	-8	-6	-5	-0.5	-2	-1	-2	0.3
CCN(CC)S(=O)(=O)c1ccc(C(=O)NCCc2ccccn2)cc1	-4	-2	1	-1	6	1.1	10	3	-3	-2.0
Cc1ccc(O)c(C(=O)c2cnc3c(c2)CN(CCC(C)C)C(=O)N3)c1	0	-27	9	-10	3	-0.2	4	-4	2	-0.8
CN(C(=O)c1cccc(S(=O)(=O)N2CCCC2)c1)C1CCCCC1	-1	-10	4	0	-3	-0.9	0	-8	-1	-0.1
COc1ccc(NC(=O)N(C)C[C@H]2Oc3c(NC(=O)Nc4ccccc4)cccc3C(=O)N([C@H](C)CO)C[C@@H]2C)cc1	-2	7	-3	3	6	-2.8	7	-4	-1	-1.3
C#CCOc1nc(OCC#C)nc(OCC#C)n1	-6	11	-4	-7	10	-0.2	8	1	0	-1.4
CCOc1ccc(C(=O)O/N=C(\N)c2ccccn2)cc1	1	-6	5	8	9	3.5	-7	-7	-3	1.2
COCCOC(=O)C1=C(C)NC(=O)NC1c1cccs1 (stereo unspecified)	-5	-8	-5	-4	7	-1.0	-2	-7	3	0.3
CCc1nn(-c2cc(Oc3ccccc3)nc(-c3ccccc3)n2)c(N)c1C#N	0	13	-1	-15	6	-1.3	15	4	-3	-2.7
Cc1cc(OCC(=O)NC(C)C)ccc1Cl	0	-13	3	-7	-3	-1.2	-1	-4	-3	0.2
Cn1c(=O)c([N+](=O)[O-])c(NCC2CCCO2)c2ccccc21 (stereo unspecified)	73*	3	-1	-12	7	1.0	12	0	0	-2.3
CCCN1CCOC(CC(=O)Nc2ccc([N+](=O)[O-])cc2)C1=O (stereo unspecified)	-1	9	-3	0	3	-0.6	6	3	0	-1.0
Cc1cccc(C(=O)OCC(=O)N2CCCCCC2)c1	-2	-10	4	0	3	0.5	16	-4	2	-3.9
O=C(O)c1ccc2c(c1)CC(c1ccccc1)OC2=O (stereo unspecified)	-1	-1	1	-5	-4	0.3	3	1	-9	-0.5
CCOC(=O)Cc1csc(NC(=O)c2cnc3sc(C)cn3c2=O)n1	·	8	-2	-4	-2	-0.2	4	-2	-3	-0.8
Cc1cc2cc3c(N)[nH]nc3nc2cc1C	-2	3	1	-13	-3	-0.3	11	1	0	-2.2
Cc1cc(C)c2c(CN3CCCCC3)cc(=O)oc2c1	2	8	-2	0	3	-0.6	-33	-1	-2	5.9
O=C(CCSc1ccccc1)NC(=O)COC(=O)C1CCCCC1	·	11	4	2	3	0.9	-31	-6	-2	5.7
COc1ccc(Cl)cc1NC(=O)CN1CCc2ccccc21	0	-14	-1	1	7	-1.8	-5	-5	7	1.1
COc1ccc(C(=O)COC(=O)CN2C(=O)C3C4C=CC(C5CC45)C3C2=O)cc1 (stereo unspecified)	-1	-6	1	2	-4	-1.9	6	-4	0	-1.1
COc1cccc(-n2c(Cc3cc(=O)[nH]c(=O)[nH]3)nnc2SCC(=O)NC2CCCCC2)c1	0	6	-2	-7	2	4.7	5	-4	-1	-1.0
CN1CCN(CC(=O)Nc2nnc(-c3cccs3)s2)CC1	-1	-14	2	3	-3	1.7	5	-4	1	-0.8

Bioassay records from PubChem.
